CAL PDZ FP: blocks peptide binding to human CAL PDZ domain. Q9HD26. purified CAL PDZ, TMR-peptide fluorescence polarization, 1 h. inhibition, % at 20 µM. 0.02% of 330,000 active. AID 504414;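 active means highest replicate inhibition of at least 40%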;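 further: plate controls were DMSO neutral control wells for no effect and unlabeled competitor peptide control wells for full effect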
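Test system: purified CerCALP PDZ construct; Compound dosing: one concentration, 20 µM compound; Also added: TMR-labelled reporter peptide T*-PRC34 bound in PDZ groove; Read-out: inhibition from polarization loss; Controls: unlabelled peptide and DMSO controls; Signal: FP readout, S and P plane fluorescence; Incubation: 1 h at RT.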
Ecoli viability: reduces bacterial viability in AddAB counter-screen; inhibition, % at 11.9 µM; AID 449728; E. coli V3065 growth, OD600 absorbance, 18 h; 0.27% of 330,000 active;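 active means inhibition above the campaign's mean inhibition across all tested compounds plus 3 SD, cut at about 9.9% in these data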;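 further: uninfected addAB+ strain grown without phage in ampicillin broth; 0% = DMSO wells and 100% = ciprofloxacin 0.95 µg/ml wells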
PfHsp90 yeast 2: inhibits growth of yeast expressing Plasmodium falciparum Hsp90 | S. cerevisiae expressing PfHsp90, BacTiter-Glo ATP, 48 h; yeast lacking PDR1 and PDR3 efflux regulators | inhibition, % at 9.4 µM | 0.32% of 310,000 active | AID 504621;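 active means every replicate shows inhibition above about 80%, whatever the replicate mean, limit read from the data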;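 further: 0% = DMSO neutral controls and 100% = 20 µM radicicol positive controls; yeast relying on Plasmodium falciparum Hsp90 in place of its own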
Rtt109 HAT inh: C. albicans Rtt109 histone acetyltransferase inhibition; Q5AAJ8; 0.16% of 330,000 active; AID 540336; purified Rtt109/Vps75, ThioGlo CoA-SH fluorescence, 4 h; inhibition, % at 34.9 µM;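 active means inhibition of at least 50% in every replicate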
Target sequence (Q5AAJ8 whole entry, looked up): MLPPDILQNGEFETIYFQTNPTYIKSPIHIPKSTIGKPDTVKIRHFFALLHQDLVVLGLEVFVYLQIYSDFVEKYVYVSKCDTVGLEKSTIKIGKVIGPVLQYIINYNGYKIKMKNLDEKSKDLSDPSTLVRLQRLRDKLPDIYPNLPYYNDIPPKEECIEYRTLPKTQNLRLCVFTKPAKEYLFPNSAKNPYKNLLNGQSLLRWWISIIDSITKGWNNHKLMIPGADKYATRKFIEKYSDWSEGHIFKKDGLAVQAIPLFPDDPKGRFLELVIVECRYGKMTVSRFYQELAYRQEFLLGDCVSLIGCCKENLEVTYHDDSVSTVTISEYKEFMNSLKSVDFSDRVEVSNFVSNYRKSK
DAGLB inh: blocks human DAGLB lipase activity; Q8NCG7; HEK293T DAGLB membrane lysate, EnzChek fluorogenic substrate; inhibition, % at 5.17 µM; 0.059% of 340,000 active; in the data active means inhibition above about 34%;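 further: 0% = enzyme with vehicle and 100% = wells lacking enzyme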
Target sequence (Q8NCG7 whole entry, looked up): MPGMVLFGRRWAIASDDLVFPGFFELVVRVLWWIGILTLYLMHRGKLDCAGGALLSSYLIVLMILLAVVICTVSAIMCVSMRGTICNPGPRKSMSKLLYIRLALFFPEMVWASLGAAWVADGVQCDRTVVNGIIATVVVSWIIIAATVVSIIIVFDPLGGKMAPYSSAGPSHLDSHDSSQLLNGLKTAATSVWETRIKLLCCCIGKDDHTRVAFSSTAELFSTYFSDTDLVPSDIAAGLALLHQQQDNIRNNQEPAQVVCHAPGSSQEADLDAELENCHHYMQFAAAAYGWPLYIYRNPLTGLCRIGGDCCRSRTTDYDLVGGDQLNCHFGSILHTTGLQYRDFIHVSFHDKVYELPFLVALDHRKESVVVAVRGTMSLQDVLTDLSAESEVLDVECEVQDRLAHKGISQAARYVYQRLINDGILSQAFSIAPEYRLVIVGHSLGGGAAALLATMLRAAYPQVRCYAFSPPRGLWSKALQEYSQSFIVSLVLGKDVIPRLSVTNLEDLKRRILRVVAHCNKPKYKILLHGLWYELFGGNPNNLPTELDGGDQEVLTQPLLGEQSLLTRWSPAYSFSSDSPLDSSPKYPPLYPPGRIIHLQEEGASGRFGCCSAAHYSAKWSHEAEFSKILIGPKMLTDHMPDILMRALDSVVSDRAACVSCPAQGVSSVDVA
AddAB inh: less growth of phage-infected E. coli with AddAB; E. coli expressing H. pylori AddAB, absorbance growth; inhibition, % at 11.9 µM; 0.29% of 330,000 active; in the data active means inhibition above about 12%;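 further: 0% = vehicle wells of infected cells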
phage Ecoli inh: E. coli growth loss with phage present; growth absorbance; inhibition, % at 11.9 µM; 0.26% of 360,000 active; AID 651602; in the data active means inhibition above about 11%
PvdQ inh: P. aeruginosa PvdQ acylase inhibition. purified PvdQ acylase, fluorescence plate reader. inhibition, % at 10 µM. 0.063% of 340,000 active. AID 488965; in the data active means inhibition above about 30%, passing the limit was not always enough;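 further: 0% = vehicle neutral wells and 100% = reference inhibitor wells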
Wnt act: activators of Wnt/beta-catenin signaling. Wnt/beta-catenin reporter cell assay, activator, plate reader. activation, % at 9.35 µM. 1.2% of 300,000 active; in the data active means activation above about 30%, passing the limit was not always enough;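 further: 0% = neutral control wells and 100% = positive control wells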
Tat transport: inhibitors of E. coli Tat protein transport; E. coli MC4100 TorA-mCherry Tat export, fluorescence; inhibition, % at 10 µM; 0.036% of 340,000 active; AID 488895;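 active means mean replicate inhibition at least 50% and at least half of replicates individually reaching 50%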;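 further: exported cargo escapes ClpAP degradation while cytoplasmic cargo is degraded and loses fluorescence; 0% = median of neutral control wells and 100% = median of NaSCN control wells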
The depositor's hits bear a star; x = not tested or not shown.

No.	structure	PvdQ inh	CAL PDZ FP	Rtt109 HAT inh	AddAB inh	Ecoli viability	Tat transport	Wnt act	phage Ecoli inh	PfHsp90 yeast 2	DAGLB inh
1	Cc1cccc(C)c1NC(=O)C1CCCN1C(=O)OC(C)(C)C (stereo unspecified)	-10	-0.7	2	2.5	0.1	-10	-1	4.3	6	1
2	CCCCN1CNC(=S)N(CCc2ccc(OCC)c(OCC)c2)C1	-10	-3.4	-9	0.0	0.3	11	1	0.8	16	0
3	Cn1cccc1C(=O)OCC(=O)Nc1ccc2c(c1)OCO2	-12	-0.6	-1	2.4	-0.4	-2	7	-0.3	x	-1
4	Cc1ccc(/C=C2\SC(=S)N(c3cccnc3)C2=O)cc1	-10	0.0	-6	-0.1	0.5	-4	-5	3.5	-6	-4
5	Cc1ccccc1NC(=O)CCC(=O)OCC(=O)c1cccc([N+](=O)[O-])c1	-8	-2.6	4	-2.6	-1.7	-6	-1	1.8	-13	0
6	CC(=O)Nc1ccc(NC(=O)CS(=O)(=O)c2cn(CC(=O)N3CCCC3)c3ccccc23)cc1	-10	-1.4	1	-1.2	1.3	3	-1	0.6	-5	0
7	COc1ccc(OCc2cnc(Cl)s2)cc1	-3	-0.9	0	1.2	0.2	-5	2	1.2	-26	-7
8	COc1cc(/C=C(/C#N)C(=O)Nc2ccc(C)cc2)ccc1Oc1nc(Cl)ncc1F	-14	-0.4	0	2.0	0.9	-3	7	3.9	-6	-3
9	O=C(NCc1ccccn1)Nc1cccc(F)c1	-10	-1.6	-5	-1.2	-0.2	6	8	3.6	-16	2
10	CCC(=O)Nc1ccc(-c2nc(-c3ccccc3)n(CC(=O)N3CCCCC3)n2)cc1	-19	x	-3	-2.2	-0.8	-9	x	2.6	-8	-2
11	Cc1ccn2c(-c3csc(NCc4ccccc4)n3)c(C)nc2c1	3	0.0	23	-2.5	-0.3	-7	x	2.0	1	2
12	O=C(COc1ccc2c3c(c(=O)oc2c1)CCC3)N1CCCCC1	1	-2.8	-11	2.9	1.2	-3	5	1.5	-6	-5
13	Nn1c(COc2cccc(Br)c2)nnc1SCC(=O)N1CCc2ccccc2C1	-14	0.1	18	-0.6	0.6	-4	-7	3.3	-1	-1
14	CNC(=S)N(CCc1c(C)[nH]c2ccccc12)Cc1cccnc1	-20	-0.9	-2	-0.6	1.1	-1	1	1.5	24	-2
15	CC1CCCCC12NC(=O)N(CC(=O)N1CCN(C(=O)c3cccs3)CC1)C2=O (stereo unspecified)	-6	0.5	0	1.1	-2.2	4	-3	-0.5	-2	2
16	CC(C)(C)N(Cc1ccccc1)C(=O)COC(=O)c1ccc(Br)o1	-10	-0.2	1	0.8	0.9	5	1	0.9	-14	-2
17	Cc1csc(NC(=O)c2cc(=O)[nH]c3ccc(S(=O)(=O)N4CCOCC4)cc23)n1	-6	-1.9	-12	-0.5	-2.6	-4	0	-1.2	x	-2
18	Cc1noc(C)c1S(=O)(=O)Nc1ccc2c(c1)C(=O)N([C@H](C)CO)C[C@@H](C)[C@@H](CN(C)Cc1ccc3c(c1)OCO3)O2	-10	0.1	4	2.4	-0.5	-2	-1	0.4	-21	-3
19	CCN(CC)S(=O)(=O)c1cccc2cc(C(=O)O)c(O)cc12	-4	-0.5	9	-2.4	-2.4	17	-2	0.8	27	7
20	COc1ccc(CNC(=O)/C=C/C(=O)O)cc1	-5	-0.5	5	1.1	-1.1	-5	6	4.2	-15	-1
21	CCN1CCN(C(=O)CN(C)S(=O)(=O)c2ccc(Cl)cc2)CC1	15	-1.5	6	0.2	0.4	-5	x	3.1	5	1
22	COc1ccccc1OCC(=O)N(Cc1nnc(-c2ccccc2Cl)o1)C1CC1	-9	-3.2	-4	-0.5	-0.2	7	-2	2.6	-6	-1
23	CC(NC(=O)c1ccc(Br)s1)C1CCCO1 (stereo unspecified)	-12	0.3	-4	1.5	-0.8	2	-1	x	20	0
24	COc1cc(/C=C/C(=O)OCC(=O)N2CCCc3ccccc32)ccc1O	9	-1.9	3	-0.7	0.0	3	-6	0.2	14	2
25	CC(=O)c1cccc(NC(=O)COc2ccccc2)c1	4	-1.7	3	3.7	0.8	11	9	4.8	x	0
26	Cc1cc2cccc(C)c2nc1SCC(=O)N(C)c1nc(-c2ccccc2)cs1	-3	-0.4	5	2.0	-0.7	13	x	2.1	-40	3
27	CC(=O)Nc1ccc(NC2=CC(=O)c3ccccc3C2=O)cc1	-10	-0.1	1	-0.9	-1.6	-12	13	-0.3	-7	8
28	CCCCN(CCCC)C(=O)c1cc2ccccc2c(=O)o1	0	-0.4	-3	1.0	2.0	3	1	4.5	12	-1
29	O=C(O)C(C(=O)/C=C/c1ccco1)=C1SCCS1	7	-1.1	14	0.9	0.2	-2	x	0.3	-8	0
30	CCN(CC)c1nc2c(s1)C(=O)NCCC2	2	-0.3	2	1.5	-3.4	1	x	0.7	x	2
31	Cc1nc(SCC(=O)NCc2ccc3c(c2)OCO3)c(C#N)c2c1CCCC2	-14	-0.7	-1	-0.2	0.2	6	-4	1.9	-6	-4
32	CCC(C)c1ccc(O)c(NC(=O)c2cccnc2)c1 (stereo unspecified)	-13	0.2	-5	1.1	-2.4	1	x	4.4	-11	-1
33	CCCc1noc2c1C(c1ccoc1)C(C#N)=C(N)N2 (stereo unspecified)	14	0.1	7	1.9	0.0	-3	x	-0.2	-2	3
34	CN(C)S(=O)(=O)c1cccc(NC(=O)C2Cc3ccccc3CN2C(=O)c2ccco2)c1 (stereo unspecified)	10	-1.4	17	2.0	-1.1	0	2	1.9	1	-1
35	O=[N+]([O-])c1ccccc1/C=N/N1CCN(c2ccncc2S(=O)(=O)N2CCCCC2)CC1	5	0.6	4	4.7	2.1	14	x	3.0	4	9
36	COc1ccc(C(=O)N2CCN(c3ccccn3)CC2)cc1[N+](=O)[O-]	-7	0.1	1	4.6	1.3	6	1	2.5	4	2
37	COc1ccc(-n2c(SCC(=O)Nc3ccc(C(N)=O)cc3)nc3ccccc3c2=O)cc1OC	-5	-3.6	2	0.4	-1.4	-7	4	-1.6	6	0
38	Cc1cc(C)nc(/N=C(\N)Nc2ccc(C)c([N+](=O)[O-])c2)n1	-8	x	4	1.7	1.1	-2	x	2.7	x	0
39	Cc1ccc(C(C)n2cc(C(=O)NCc3ccncc3)nn2)cc1 (stereo unspecified)	-10	x	4	1.6	-2.8	2	x	0.6	-2	3
40	COc1ccc(-n2c(SCC(=O)NCCCN3CCCC3=O)nnc2C(C)N2CCCCC2)cc1 (stereo unspecified)	18	-0.5	0	-1.7	-1.3	2	-1	1.8	-11	-1
41	CCCCNC(=O)Cc1coc2ccc3ccccc3c12	10	-0.4	-8	0.0	1.2	-5	x	-0.7	-24	-7
42	CCOc1ccc2[nH]c(=O)c(CN(Cc3ccco3)C(CC)c3nnnn3Cc3ccccc3)cc2c1 (stereo unspecified)	-4	-0.2	-9	2.2	-0.3	-3	x	2.8	x	-1
43	O=C(OC(C(=O)NC1CCCC1)c1ccccc1F)c1ccco1 (stereo unspecified)	-16	0.3	-11	-0.6	0.0	0	-1	1.0	3	1
44	COc1ccc(NC(=O)CSc2nc(N)cc(=O)[nH]2)cc1S(=O)(=O)N1CCCCC1	1	-1.9	41	x	x	-1	3	1.9	x	2
45	CN1CCN(c2ccccc2NC(=O)c2ccc(Br)o2)CC1	2	-2.1	21	4.5	2.0	5	0	2.7	13	-2
46	CCCC(=O)NC(=S)Nc1ccc(NC(=O)c2cccs2)cc1	-10	x	1	3.1	2.8	3	8	2.6	x	4
47	COc1ccc(C2(c3ccc(OC)cc3)NC(=O)N(CC(=O)NCC(F)(F)F)C2=O)cc1	-9	-0.2	3	3.8	0.9	0	-3	-0.3	22	0
48	CCc1nnc(NS(=O)(=O)c2ccc(NC(=S)NC(=O)c3cccs3)cc2)s1	12	-1.5	14	7.1	0.9	-6	1	4.1	-9	3

Twelve compounds from above, sorted by molecular weight, descending.
No.	structure	PvdQ inh	CAL PDZ FP	Rtt109 HAT inh	AddAB inh	Ecoli viability	Tat transport	Wnt act	phage Ecoli inh	PfHsp90 yeast 2	DAGLB inh
18	Cc1noc(C)c1S(=O)(=O)Nc1ccc2c(c1)C(=O)N([C@H](C)CO)C[C@@H](C)[C@@H](CN(C)Cc1ccc3c(c1)OCO3)O2	-10	0.1	4	2.4	-0.5	-2	-1	0.4	-21	-3
37	COc1ccc(-n2c(SCC(=O)Nc3ccc(C(N)=O)cc3)nc3ccccc3c2=O)cc1OC	-5	-3.6	2	0.4	-1.4	-7	4	-1.6	6	0
35	O=[N+]([O-])c1ccccc1/C=N/N1CCN(c2ccncc2S(=O)(=O)N2CCCCC2)CC1	5	0.6	4	4.7	2.1	14	x	3.0	4	9
48	CCc1nnc(NS(=O)(=O)c2ccc(NC(=S)NC(=O)c3cccs3)cc2)s1	12	-1.5	14	7.1	0.9	-6	1	4.1	-9	3
47	COc1ccc(C2(c3ccc(OC)cc3)NC(=O)N(CC(=O)NCC(F)(F)F)C2=O)cc1	-9	-0.2	3	3.8	0.9	0	-3	-0.3	22	0
10	CCC(=O)Nc1ccc(-c2nc(-c3ccccc3)n(CC(=O)N3CCCCC3)n2)cc1	-19	x	-3	-2.2	-0.8	-9	x	2.6	-8	-2
22	COc1ccccc1OCC(=O)N(Cc1nnc(-c2ccccc2Cl)o1)C1CC1	-9	-3.2	-4	-0.5	-0.2	7	-2	2.6	-6	-1
24	COc1cc(/C=C/C(=O)OCC(=O)N2CCCc3ccccc32)ccc1O	9	-1.9	3	-0.7	0.0	3	-6	0.2	14	2
46	CCCC(=O)NC(=S)Nc1ccc(NC(=O)c2cccs2)cc1	-10	x	1	3.1	2.8	3	8	2.6	x	4
36	COc1ccc(C(=O)N2CCN(c3ccccn3)CC2)cc1[N+](=O)[O-]	-7	0.1	1	4.6	1.3	6	1	2.5	4	2
39	Cc1ccc(C(C)n2cc(C(=O)NCc3ccncc3)nn2)cc1 (stereo unspecified)	-10	x	4	1.6	-2.8	2	x	0.6	-2	3
25	CC(=O)c1cccc(NC(=O)COc2ccccc2)c1	4	-1.7	3	3.7	0.8	11	9	4.8	x	0

Next section
No.	structure	PvdQ inh	CAL PDZ FP	Rtt109 HAT inh	AddAB inh	Ecoli viability	Tat transport	Wnt act	phage Ecoli inh	PfHsp90 yeast 2	DAGLB inh
49	COc1cccc(CSc2nc3nc(C)cc(C)n3n2)c1	7	-0.1	6	1.6	-1.2	6	2	-3.7	-13	-2
50	CN(C)c1ccc(C(=O)OCC(=O)N2CCOCC2)cc1	6	-0.6	5	6.8	0.7	-5	3	3.4	-10	0
51	Cc1cc2cc(C)c(NCCNC(=O)c3ccccc3F)nc2cc1C	-12	-2.5	6	3.6	1.3	-4	2	3.1	9	2
52	CC1CCc2c(C(=O)NCc3cccnc3)csc2C1 (stereo unspecified)	14	-2.9	19	2.2	0.9	2	-1	3.4	1	0
53	CC(Sc1nnc(Cc2cccs2)n1C1CCCCC1)C(=O)N1CCc2ccccc21 (stereo unspecified)	0	-0.2	5	0.2	-1.3	11	x	1.6	-5	4

Assay outcomes (PubChem BioAssay)
